# Screens: PubChem, Sanford-Burnham Center for Chemical Genomics
# DUSP3 inh: VHR1 (DUSP3) phosphatase inhibition | P51452 | inhibition, % at 20 µM | 50,000 tested, 0.7% active | AID 1992 | recombinant VHR phosphatase, colorimetric substrate read-out; in the data active = inhibition above about 60%; also: some results filed as inactive read as strong as hits
# Target sequence (P51452 whole entry, looked up): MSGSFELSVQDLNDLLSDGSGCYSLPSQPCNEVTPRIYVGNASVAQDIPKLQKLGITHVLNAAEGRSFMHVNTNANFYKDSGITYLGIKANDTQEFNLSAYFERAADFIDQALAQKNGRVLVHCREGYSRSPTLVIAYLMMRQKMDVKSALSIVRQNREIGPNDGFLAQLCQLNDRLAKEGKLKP
# * = called active by the depositor. Not all compounds are listed; the hit share may differ from the screen's.
SMILES,DUSP3 inh
COc1cc(/C=C2/SC(=S)NC2=O)ccc1OC(=O)c1cccc(Br)c1,-9
CC1=NC(c2ccccc2)(c2ccccc2)c2ccccc2O1,-4
COc1cc(/C=N/Nc2nonc2N)cc(OC)c1OC,-20
CC(C)(C)c1cc(Br)ccc1OCC(=O)Nc1cccc([N+](=O)[O-])c1,4
O=C1OCC(CO)(CO)N=C1NNc1ccc([N+](=O)[O-])cc1,-18
C=CCc1cccc(/C=N/N=C2c3ccccc3Cc3ccccc32)c1O,-6
O=C(O)c1ccc(/C=C2\SC(=S)N(c3cccc(C(F)(F)F)c3)C2=O)cc1,8
Cc1[nH]c2ccc(C(=O)O)cc2c(=O)c1CCC(=O)O,-8
CC1=C(C)CC2C(=O)N(c3cccc4ccccc34)C(=O)C2C1 (centres undefined),-8
O=C(Cc1ccc(Cl)cc1)Nc1ccc2c(c1)OCO2,27
COc1cc(/C=N/NC(=O)COc2cccc(C)c2)cc([N+](=O)[O-])c1O,-12
CC(C(=O)N1c2ccccc2CCc2ccccc21)N1C(=O)c2ccccc2C1=O (centres undefined),18
NC(=O)C(=O)Nc1ccc2c(c1)OCCO2,-4
O=Cc1cn[nH]c1-c1ccc(Cl)cc1,-25
O=C(CN1C(=O)C2(OCCO2)c2cc(Br)ccc21)c1ccc(Br)cc1,-11
CCC1CN(C)CCC1(O)c1ccccc1 (centres undefined),-4
Cc1ccc(-n2c(SCC(=O)N3CCOCC3)nc(O)c(Cc3ccccc3)c2=O)cc1,-2
Cc1ccc(NC(=O)c2ccc3c(c2)OCCO3)c([N+](=O)[O-])c1,-8
O=C(NCc1ccccc1)c1cc2nc(-c3ccccc3)cc(C(F)(F)F)n2n1,102
CCOC(=O)NCc1ccc(Cl)cc1,27
CCCC1=NN2C(=N)/C(=C/c3ccc(-c4ccc(F)cc4)o3)C(=O)N=C2S1,109*
O=C1N=c2ccc(Br)cc2=C1c1sc(NS(=O)(=O)Cc2ccccc2)nc1O,-23
COc1ccc2c(c1[N+](=O)[O-])CCC/C2=N/OC(=O)c1ccccc1SC,-16
CCOc1ccc(-n2c(CN3C(=O)c4ccccc4C3=O)nc3ccccc3c2=O)cc1,5
O=C(NC(C(=O)Nc1nccs1)C12CC3CC(CC(C3)C1)C2)c1ccccc1 (centres undefined),-1
CC1=C(C(=O)Nc2ccc(C)cc2)C(c2ccccc2Br)NC(=S)N1 (centres undefined),26
O=[N+]([O-])c1cccc(C2Nc3c(cccc3[N+](=O)[O-])C3C=CCC32)c1 (centres undefined),17
COc1ccc(C(=O)N2CCN(C(=O)c3ccncc3)CC2)cc1,-47
CCOC(=O)C(CCOCCOc1ccc(Cl)cc1C)C(=O)OCC,-12
O=C(COc1ccc2ccccc2c1)Nn1cnnc1,4
Cc1cccc(NC(=O)CC(c2ccccc2)c2ccccc2)n1,16
N#C/C(=C\c1ccc(-c2cccc(Cl)c2Cl)o1)C(=O)NCc1ccco1,41
CN(C)c1nc(N(C)C)nc(N2CC(=O)N(N)C2=N)n1,4
COc1ccccc1C1CC(c2ccc(Br)cc2)=NN1C(=O)CCC(=O)O (centres undefined),-8
O=[N+]([O-])c1cccc(S(=O)(=O)Nc2ccc3c(c2)OCCO3)c1,-1
COc1cccc2cc(C(=O)Nn3cnnc3)c(=O)oc12,-6
COc1cc(Br)c(/C=C2/SC(=S)NC2=O)cc1OC,-16
COc1ccc(OC(C)C(=O)Nc2ccc(N(C)C)cc2)cc1 (centres undefined),0
Cc1c(Br)c(=O)[nH]c(=O)n1Cc1ccccc1,3
Cc1ccc(-c2csc(Nc3cccc4ccccc34)n2)cc1C,-8

# Not a retest: 7 of the compounds above.
SMILES,DUSP3 inh
Cc1cccc(NC(=O)CC(c2ccccc2)c2ccccc2)n1,16
N#C/C(=C\c1ccc(-c2cccc(Cl)c2Cl)o1)C(=O)NCc1ccco1,41
CN(C)c1nc(N(C)C)nc(N2CC(=O)N(N)C2=N)n1,4
COc1ccccc1C1CC(c2ccc(Br)cc2)=NN1C(=O)CCC(=O)O (centres undefined),-8
O=[N+]([O-])c1cccc(S(=O)(=O)Nc2ccc3c(c2)OCCO3)c1,-1
COc1cccc2cc(C(=O)Nn3cnnc3)c(=O)oc12,-6
COc1cc(Br)c(/C=C2/SC(=S)NC2=O)cc1OC,-16

# Continuation.
SMILES,DUSP3 inh
O=C1/C(=C/c2cc([N+](=O)[O-])ccc2Cl)SC(=S)N1c1ccccc1,-16
CC(=O)C(C(C)=O)C1=CC(=O)C(=O)c2ccccc21,18
CC1=NN(c2ccccc2)C(=O)/C1=C/c1ccc(OC2CSC2)cc1,6
Clc1cccc(-n2ncnc2-c2cccc(Br)c2)c1,0
COc1cc(/C=c2\sc3nc4ccccc4n3c2=O)ccc1OS(=O)(=O)c1ccccc1[N+](=O)[O-],-9
CCOc1ccc2ccc(OCC)c(/C=c3\sc4nc5ccccc5n4c3=O)c2c1,-6
CC(C)(C)c1ccccc1OCC(O)CN1CCN(c2ccccc2)CC1 (centres undefined),-5
O=[N+]([O-])c1ccc(/C=N/Nc2nnc(-c3ccccc3)c(-c3ccccc3)n2)cc1,-5
COc1ccc(CCNC(=O)COc2ccc(Br)cc2)cc1OC,-10
Brc1ccc2ncnc(Nc3ccccc3)c2c1,-7
CC(C)CNC(=O)NC1C(NC(=O)NCC(C)C)N(C)C(=O)N1C (centres undefined),8
Cc1ccc(-c2ccc(C=O)o2)c(Br)c1,-8
COc1ccc(C2CC(c3cccs3)=NN2c2ccc(C=O)cc2)cc1 (centres undefined),-5
CCCCOC(=O)c1ccc(NC(=O)c2c(Cl)cccc2Cl)cc1,-6
Cc1ccc(N(CC(=O)Nc2c(C)cccc2C)S(=O)(=O)c2ccc(F)cc2)cc1,-21
COc1ccc(-n2c(=S)[nH]c3nc4c(cc3c2=O)COC(C)(C)C4)cc1,-4
Clc1cccc(OCCCn2ccnc2)c1,-14
Cc1ccc(/C=C/C(=O)NC2CCS(=O)(=O)C2)cc1 (centres undefined),3
O=C(/C=C/c1ccc([N+](=O)[O-])cc1)N1CCN(CCN2C(=O)c3cccc4cccc(c34)C2=O)CC1,-32
COc1cc(C=C2C(=O)NC(=S)NC2=O)ccc1OCc1c(C)no[n+]1[O-],47
CCOc1ccc(S(=O)(=O)NCc2ccco2)c2ccccc12,-8
CC1(C)CC(=O)c2c(oc3c(Br)cc(NS(=O)(=O)c4ccccc4)cc23)C1,-6
Cc1nnc(N/N=C\c2c(Cl)cccc2Cl)[nH]c1=O,-8
COc1ccc(C(=O)CSc2nnc(COc3ccc(Cl)cc3Cl)o2)cc1,-9
O=C(CCc1ccccc1)Nc1c(F)c(F)c(F)c(F)c1F,-10
Brc1ccc2ncnc(Nc3ccc4c(c3)OCCO4)c2c1,-14
COc1ccc(OC)c(NC(=O)Cc2ccc([N+](=O)[O-])cc2)c1,-6
CCN(CC)c1ccc(Nc2cc(C)nc3ncnn23)cc1,0
COCCNC(=O)C(=O)Nc1ccc(C(C)C)cc1,-4
CCOC(=O)c1ccccc1NC(=O)c1cc(-c2ccccc2C)nc2ccccc12,-19
O=C(Nc1ccccc1Cl)c1ccc2nccnc2c1,9
CC(=O)Nc1ccccc1NC(=O)COc1ccc(Cl)cc1Br,-9
CCOC(=O)c1c(NC(=O)/C=C/c2ccc(C)o2)sc(C)c1C,-9
Cc1ccc2[nH]c(O)c(N=NC(=O)COc3ccccc3)c2c1Br,-4
CC1=CC(C)(C)N(S(=O)(=O)c2ccc(C)cc2)c2ccc(C)cc21,-9
Cc1ccc(C(=O)N2CCN(c3ccc([N+](=O)[O-])cc3Cl)CC2C)o1 (centres undefined),-2
COc1cc(C2CC(=O)Nc3c2cc(Br)c2ccccc32)cc(OC)c1OC (centres undefined),4
Cc1ccccc1OP1(=O)OC(=O)c2cc(Cl)ccc2O1 (centres undefined),-51
CCc1ccc(N2CC(C(=O)Nc3ccc(I)cc3)CC2=O)cc1 (centres undefined),5
Cc1ccc2nc(Sc3ccccc3)c(C#N)c(=O)n2c1,18

# Overlap with the part before: 5 compounds, followed by the next part.
SMILES,DUSP3 inh
Cc1ccc(C(=O)N2CCN(c3ccc([N+](=O)[O-])cc3Cl)CC2C)o1 (centres undefined),-2
COc1cc(C2CC(=O)Nc3c2cc(Br)c2ccccc32)cc(OC)c1OC (centres undefined),4
Cc1ccccc1OP1(=O)OC(=O)c2cc(Cl)ccc2O1 (centres undefined),-51
CCc1ccc(N2CC(C(=O)Nc3ccc(I)cc3)CC2=O)cc1 (centres undefined),5
Cc1ccc2nc(Sc3ccccc3)c(C#N)c(=O)n2c1,18
CC(=O)NS(=O)(=O)c1ccc(NC(=O)Nc2cccc(Cl)c2)cc1,-1
Cc1cc(/C=C2\NC(=O)NC2=O)c(C)n1-c1cccc([N+](=O)[O-])c1,0
COc1cccc(C(=O)Nc2ccc3oc(-c4cccc(OC)c4)nc3c2)c1,-9
O=C(c1ccccc1)N1CCN(Cc2ccccc2)CC1,-20
COC(=O)C1=C(C)NC(=O)CC1c1ccc(C(F)(F)F)cc1 (centres undefined),-2
CCOc1ccc(-c2csc(/C(C#N)=C/c3ccco3)n2)cc1,-7
CC(=O)NS(=O)(=O)c1ccc(NC(=O)CCCOc2ccc(Cl)cc2Cl)cc1,-62
CCC(=O)c1ccc(N2CCN(C(=O)c3ccccc3)CC2)c(F)c1,5
CCn1c2ccccc2c2cc(/C=N/N3CCN(c4ccccc4OC)CC3)ccc21,-10
O=C(c1cccs1)N(CCN(C(=O)c1cccs1)c1ccccc1)c1ccccc1,-22
C=CCNC(=O)CN(c1ccc(OC)cc1)S(=O)(=O)c1ccccc1,-7
COc1ccc(C2(CNC(=O)/C=C/c3ccccc3)CCCC2)cc1OC,-3
Cn1cccc1CN1CCN(Cc2cc(Br)ccc2O)CC1,6
Cc1ccc(NC(=O)/C(=C\c2cccnc2)NC(=O)c2ccc(C)cc2)cc1,-25
NNC(=O)COc1ccc(Oc2ccccc2)cc1,-15
O=C(NNC(=O)c1ccc(Cl)cc1Cl)c1ccco1,-14
N/C(=N\OC(=O)c1ccccc1Br)c1cccnc1,-11
COc1ccc(/C=C2\SC(=O)N(CC(=O)Nc3ccc(C)cc3C)C2=O)cc1,-15
N/C(=N\OC(=O)COc1ccc2ccccc2c1)c1ccncc1,4
COc1ccc(/C=C(\C#N)C(=O)NC(=O)Nc2cccc(Cl)c2)cc1,-5
O=C1c2cccc3cccc(c23)C(=O)N1CCS(=O)(=O)OCC(F)(F)C(F)F,-6
Cc1cc([N+](=O)[O-])nn1CC(=O)Nc1ccc(Cl)cc1C(=O)c1ccccc1,2
CC1=C(C(=O)Nc2ccccc2Cl)C(c2cccc(Cl)c2)NC(=O)N1 (centres undefined),-12
COc1cc(/C=C2\C(=O)NC(=O)N(c3ccc(Cl)cc3)C2=O)ccc1O,34
Nc1nnc(SCc2ccccc2F)s1,6
O=C(Cc1ccccc1)N1N=C(c2cccc(Br)c2)CC1(O)C(F)(F)F (centres undefined),-4
NC(=O)C(Cc1c[nH]c2ccccc12)NC(=O)OCc1ccccc1 (centres undefined),-13
CCc1cccc(C)c1NC(=O)c1c(Cl)ccc(Cl)c1OC,5
Cc1cc(NC(=O)c2ccccc2[N+](=O)[O-])ccc1-c1cc2ccccc2oc1=O,4
COc1ccccc1-c1c(C(F)(F)F)oc2c(CN(C)C)c(O)ccc2c1=O,-15

# Copied from the list:
# Result for CC1=C(C(=O)Nc2ccccc2Cl)C(c2cccc(Cl)c2)NC(=O)N1 (centres undefined) in DUSP3 inh: -12
# Result for CCc1cccc(C)c1NC(=O)c1c(Cl)ccc(Cl)c1OC in DUSP3 inh: 5

# The main list resumes; the three compounds before the break are reprinted first.
SMILES,DUSP3 inh
CCc1cccc(C)c1NC(=O)c1c(Cl)ccc(Cl)c1OC,5
Cc1cc(NC(=O)c2ccccc2[N+](=O)[O-])ccc1-c1cc2ccccc2oc1=O,4
COc1ccccc1-c1c(C(F)(F)F)oc2c(CN(C)C)c(O)ccc2c1=O,-15
Cc1ccc(C)c(S(=O)(=O)Nc2c(C)n(C)n(-c3ccccc3)c2=O)c1,-26
Cc1cccc(NC(=S)NNC(=O)c2cccc(C)c2)c1,-3
O=C(c1cc(F)c(F)cc1Cl)N1CCN(c2ccc([N+](=O)[O-])c3ncccc23)CC1,-10
COc1cccc(NC(=O)CN(c2cccc(C(F)(F)F)c2)S(C)(=O)=O)c1,6
Cc1ccc(OCC(=O)Nc2ccc(S(N)(=O)=O)cc2)c(C)c1,9
COc1ccc(S(=O)(=O)N2CCN(C(=O)Cc3ccccc3)CC2)cc1,-4
Cc1ccc(S(=O)(=O)/N=C2\C=CC(=O)C=C2Cl)cc1,60
Cc1ccc(C(=O)c2ccc(N3CCN(C(=O)c4cccc(F)c4)CC3)c(F)c2)cc1C,13
CCCCn1c(=O)c(C(=O)Nc2ccc(OC)cc2)c(O)c2ccccc21,-50
COc1ccc(-c2cc(C(=O)NCCc3ccccc3)c3ccccc3n2)c(OC)c1,102*
CCN1C(=O)/C(=C\c2ccc(O)cc2O)SC1=S,54
N#CSCCCCOc1ccc(Br)cc1,-5
O=C1NCCCc2nc(N3CCOCC3)sc21,-5
CCC(C(=O)Nc1nc(-c2ccccc2)c(C)s1)c1ccccc1 (centres undefined),-20
O=C1C(c2ccccc2)=C(O)c2ccccc21,-24
CC(Nc1n[nH]c(=O)[nH]c1=O)C(=O)N/N=C/c1ccccc1Br (centres undefined),58
O=C(/C=C/c1ccco1)NC(=S)NCc1ccccc1,75*
O=C1OC2C=CC(Br)=CC2=CC1C(=O)N1CCSC1c1ccccc1Cl (centres undefined),-14
Cc1ccc(-c2nc3cccnc3o2)cc1NC(=O)COc1ccc(C(C)(C)C)cc1,-12
CCCCOC(=O)c1sc2nc(N)c(C#N)c(-c3ccc(OC)c(OC)c3)c2c1N,6
Cc1ccc(N2C(=O)C3C(C2=O)N2CCCN2C3c2ccccc2)cc1 (centres undefined),5
COc1ccc2nc(NC(=O)c3ccccc3OC)sc2c1,4
